G6PDH counter – counter-screen for G6PDH assay hits: L. mesenteroides G6PDH inhibition | 200,000 tested, 0.12% active | Purified L. mesenteroides G6PDH, diaphorase/resazurin coupled fluorescence, 45 min | inhibition, % at 5 µM; in the data active means inhibition above about 50%
FLuc inh counter – Photinus pyralis luciferase inhibition counter-screen; ATPLite firefly luciferase biochemical luminescence, 10 min; inhibition, % at 10 µM; 200,000 tested, 1.5% active;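 active means inhibition above about 50% when tested at 10 µM, limit read from the data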
Target sequence (P08659 whole entry, looked up): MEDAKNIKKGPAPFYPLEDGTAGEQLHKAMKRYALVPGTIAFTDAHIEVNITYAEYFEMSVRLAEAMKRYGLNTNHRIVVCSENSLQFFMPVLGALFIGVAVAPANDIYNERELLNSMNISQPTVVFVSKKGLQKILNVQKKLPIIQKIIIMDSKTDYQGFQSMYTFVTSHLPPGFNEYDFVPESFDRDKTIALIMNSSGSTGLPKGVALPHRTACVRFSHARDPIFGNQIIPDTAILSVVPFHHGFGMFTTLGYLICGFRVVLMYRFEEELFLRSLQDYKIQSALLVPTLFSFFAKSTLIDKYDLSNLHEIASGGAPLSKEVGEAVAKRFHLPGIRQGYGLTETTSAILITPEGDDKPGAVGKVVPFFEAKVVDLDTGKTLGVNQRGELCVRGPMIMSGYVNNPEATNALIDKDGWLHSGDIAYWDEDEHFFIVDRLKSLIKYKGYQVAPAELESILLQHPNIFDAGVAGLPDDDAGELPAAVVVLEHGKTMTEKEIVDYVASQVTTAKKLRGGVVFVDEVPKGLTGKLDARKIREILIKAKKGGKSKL
APP 5'UTR act – APP 5'UTR luciferase reporter activation. AID 1276. activation, % at 2 µM. SH-SY5Y APP 5'UTR luciferase reporter, luminescence; zero percent = DMSO vehicle wells. 190,000 tested, 1% active;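 active means activation above a set limit, based on mean plus 3 SD of controls, cut at about 140% in these data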; further: values of inactives mirror those of a sister screen read the other way
STAT1 activator – increases IFN-gamma driven STAT1 reporter signal | activation (% of control), % at 5.5 µM | NIH 3T3 STAT1-luciferase reporter, luminescence; 100% = IFN-gamma alone, no compound | 200,000 tested, 2.6% active | AID 932;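 active means activation above the screen-wide mean activation plus 3 SD, cut at about 130% in these data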;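 further: raw ratio to IFN-gamma control signal so 100% means no change and 0% no light; values of inactives mirror those of a sister screen read the other way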
APP transl inh – APP translation inhibition | SH-SY5Y APP 5'UTR-luciferase reporter, luminescence | inhibition, % at 2 µM | 190,000 tested, 0.82% active | AID 1285;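 active means inhibition above a set limit, derived from the sample mean plus 3 SD, cut at about 45% in these data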; further: values of inactives mirror those of a sister screen read the other way
Diaph act CS – diaphorase activation or chemical reduction counter-screen; activation factor at 20 µM; AID 1229; Diaphorase/resazurin coupled assay, resorufin fluorescence, 16 min; stronger effect = higher value; 1 = vehicle wells, 0 = NADH-free wells; 190,000 tested, 0.005% active;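 active means diaphorase activity raised at least twofold by the compound at 20 µM; inactive means activation factor below 2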
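Material: Purified diaphorase enzyme from Clostridium kluyveri | Buffer or medium: 50 mM HEPES pH 7.4 with 4.542 mM MgCl2, 0.005% Tween 20 | Times: 16 min enzyme reaction, ambient temperature | Signal: Red resorufin fluorescence at 544/590 nm excitation/emission | Measure: Increased resorufin signal from activators or reducing compounds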
FLuc stim CS – affects firefly luciferase, flagging false hits in luciferase stimulation screens. P08659. ATPlite luciferase biochemical, luminescence, 10 min; 0 = ATP-free wells, 1 = DMSO control. activation factor at 10 µM. 200,000 tested, under 10 active. AID 1027;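 active means luciferase activation factor, scaled between plate controls, of at least 2 with compound at 10 µM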
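Material: luciferase plus luciferin reagent, cell-free. Medium: PBS buffer for ATP. Also added: ATP substrate, dispensed from a 10.24 µM working solution in PBS. Doses: test compounds dosed from 2 mM stocks in 100% DMSO. Incubation: 10 min post-reagent at room temperature. Technique: light output (luminescence). Read-out basis: luminescence gain marking luciferase activators.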
NF-kB expr up – raises NF-kB expression in human neuronal cells. NF-kB reporter expression; stronger effect = higher value. fold change at 12.5 µM. 190,000 tested, 1.6% active; in the data active means fold change above about 3.3
Diaph inh CS – diaphorase inhibition or chemical oxidation counter-screen; diaphorase resazurin-to-resorufin fluorescence, NADH, 16 min; bacterial (C. kluyveri) enzyme, not human; inhibition, % at 20 µM; 190,000 tested, 0.69% active;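 active means primary screen inhibition at 20 µM above a set limit, cut at about 50% in these data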;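 further: plate controls were DMSO with full reaction for no effect and wells lacking NADH for full effect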
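Test system: Clostridium kluyveri diaphorase enzyme / Quantity: diaphorase at 0.14 U/mL in enzyme working solution / Incubation: 16-min room-temperature incubation before reading / Benchmarks: NADH-free wells as positive control, DMSO-only neutral wells / Signal: resorufin fluorescence 544/590 nm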
TLR4 MyD88 comp – blocks binding of human TLR4 to MyD88. 200,000 tested, 0.18% active. AID 861. inhibition, % at 8.4 µM. O00206+Q99836. HeLa CL3-4 TLR4/MyD88 BLA complementation, FRET ratio; in the data active means inhibition above about 25%;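 further: 0% = vehicle and 100% = reference inhibitor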
* marks the source's active call; other numbers are inactive results; . = no result given.

Every second line gives: G6PDH counter	FLuc inh counter	APP 5'UTR act	STAT1 activator	APP transl inh	Diaph act CS	FLuc stim CS	NF-kB expr up	Diaph inh CS	TLR4 MyD88 comp
Cc1n[nH]c(C)c1CCNCc1ccc(OCC(O)CN2CCCCC2)cc1 (centres undefined)
    10	0	-15	112	15	1	1	0.92	-3	10
COc1ccc(Cl)cc1-n1c(C)cc(C=O)c1C
    -6	-3	-2	97	2	1	1	0.9	5	6
Cc1cccn2cc(-c3cc4ccccc4oc3=O)nc12
    11	14	84	137*	-84	1	0.9	3.9*	2	-1
CC(=O)[C@@H]1[C@@H]2C(=O)N(c3ccc(F)c(Cl)c3)C(=O)[C@@H]2C2c3ccccc3C=CN21 (some centres undefined)
    29	-7	10	103	-10	0.9	1.1	1.1	14	-8
CC(C)c1ccc(NC(=O)c2sccc2-n2cccc2)cc1
    -1	7	35	119	-35	1	0.9	1.5	2	1
O=C(CSc1ccccn1)N1CCOCC1
    -4	-6	-30	92	30	1	1.1	0.92	-1	-19
O=C(c1ccc(CS(=O)(=O)c2c(Cl)cccc2Cl)o1)N1CCN(c2ccccn2)CC1
    -4	-3	-17	100	17	1	1	0.61	-1	1
Cc1cc(NC(=O)CN2CCN(Cc3ccccc3)CC2)nc2c1c(=O)oc1ccccc12
    5	-2	-5	98	5	0.9	1	1.1	12	1
Nc1ncnc(Oc2cccc(C(F)(F)F)c2)c1[N+](=O)[O-]
    -2	-6	-1	87	1	0.8	1.1	1.6	15	-2
O=S(=O)(/C=C/c1ccccc1)Nc1cccc(S(=O)(=O)NC2=NCCC2)c1
    5	-6	-7	94	7	1	1.1	1.2	0	11
C=CCN(C(=O)c1ccccn1)C(C(=O)NCc1ccccc1)c1ccccc1F (centres undefined)
    13	-5	-6	101	6	0.9	1	0.84	12	0
COc1ccc(CNC(=O)COC(=O)/C=C/c2ccc(Cl)cc2)cc1
    1	-6	-5	106	5	1	1.1	1.2	4	4
Cc1ccc(C(=O)CSc2nnnn2C(C)C)c(C)c1
    -2	54*	155*	72	-155	0.9	0.5	3	11	10
Cc1ccc(-c2nc(N)n(S(=O)(=O)c3ccc(C)cc3)n2)cc1
    14	-6	-6	99	6	1	1.1	1	-3	0
O=C(Cn1c2ccccc2c(=O)c2ccccc21)N/N=C/c1cc([N+](=O)[O-])ccc1N1CCCCC1
    -19	1	32	98	-32	1	1	1	-4	10
COc1cc(NC(=O)C2CCCCC2)c(OC)cc1NC(=O)CN1CCCCC1
    -5	2	-9	106	9	0.9	1	0.61	10	-12
Cc1ccc2c(c1)N(CC(=O)N(Cc1ccccn1)Cc1ccco1)C(=O)C(C(C)C)O2 (centres undefined)
    4	-9	12	98	-12	0.9	1.1	0.96	8	6
CC(=O)c1ccc(N2CCN(CC(=O)Nc3ccc(N4CCOCC4)cc3)CC2)cc1
    1	-6	12	106	-12	1	1.1	0.95	4	-1
FC(F)Oc1ccc(NC(=S)Nn2cnnc2)cc1
    3	-6	14	106	-14	0.8	1.1	1.1	17	3
COc1ccccc1C(c1nnnn1CC1CCCO1)N1CCC(C(N)=O)CC1 (centres undefined)
    6	-7	-11	109	10	1	1.1	1.3	0	-7

Filtered by structure, the compounds so far containing an aryl thioether with sulfur outside any ring (2)
Every second line gives: G6PDH counter	FLuc inh counter	APP 5'UTR act	STAT1 activator	APP transl inh	Diaph act CS	FLuc stim CS	NF-kB expr up	Diaph inh CS	TLR4 MyD88 comp
O=C(CSc1ccccn1)N1CCOCC1
    -4	-6	-30	92	30	1	1.1	0.92	-1	-19
Cc1ccc(C(=O)CSc2nnnn2C(C)C)c(C)c1
    -2	54*	155*	72	-155	0.9	0.5	3	11	10

(listing goes on)
Every second line gives: G6PDH counter	FLuc inh counter	APP 5'UTR act	STAT1 activator	APP transl inh	Diaph act CS	FLuc stim CS	NF-kB expr up	Diaph inh CS	TLR4 MyD88 comp
CCOC(=O)C1C(=O)C=C(Nc2ccccc2F)CC1c1ccccc1 (centres undefined)
    -5	20	10	117	-10	0.9	0.8	1.9	7	-10
CC1=Nc2ccc(C)cc2N(Cc2ccccc2)C(=O)C1
    6	-1	2	103	-2	1.1	1	1	-11	4
CSCCC(NS(=O)(=O)c1ccc(Br)cc1)C(=O)OCC(=O)NC1CC1 (centres undefined)
    -1	-3	0	87	0	0.9	1	1.5	12	-11
CCCn1c(C)cc(/C=C(\C#N)C(=O)O)c1C
    -8	-1	-3	105	3	0.9	1	1.1	5	1
CC1(C(=O)NC(=S)N(CCC#N)Cc2cccnc2)CC1(Cl)Cl (centres undefined)
    5	-8	-2	94	2	0.8	1.1	0.97	16	7
Cc1sc2ncnc(OCC(=O)NCC3CCCO3)c2c1C (centres undefined)
    2	-9	13	98	-14	0.9	1.1	0.92	7	-7
COc1cc(/C=C/C(=O)OCC(=O)N2CCC(Cc3ccccc3)CC2)ccc1O
    16	-2	-9	95	9	0.8	1	0.36	18	-1
O=C(C1CCN(c2nnc(-n3cccc3)s2)CC1)N1CCOCC1
    -9	-5	9	111	-9	0.9	1.1	0.91	8	3
COc1ccc(OC)c(N=CC2=C(O)CC(C)(C)CC2=O)c1
    9	-4	-4	102	4	1	1	0.74	-4	-7
CC(C)NC(=O)Cn1c(=O)c2c(ncn2Cc2ccccc2)n(Cc2ccccc2)c1=O
    11	-7	16	100	-16	0.9	1.1	1.1	5	-4

Reformatted: entries from further up
Molecule,G6PDH counter,FLuc inh counter,APP 5'UTR act,STAT1 activator,APP transl inh,Diaph act CS,FLuc stim CS,NF-kB expr up,Diaph inh CS,TLR4 MyD88 comp
COc1cc(NC(=O)C2CCCCC2)c(OC)cc1NC(=O)CN1CCCCC1,-5,2,-9,106,9,0.9,1,0.61,10,-12
Cc1ccc2c(c1)N(CC(=O)N(Cc1ccccn1)Cc1ccco1)C(=O)C(C(C)C)O2 (centres undefined),4,-9,12,98,-12,0.9,1.1,0.96,8,6
CC(=O)c1ccc(N2CCN(CC(=O)Nc3ccc(N4CCOCC4)cc3)CC2)cc1,1,-6,12,106,-12,1,1.1,0.95,4,-1
FC(F)Oc1ccc(NC(=S)Nn2cnnc2)cc1,3,-6,14,106,-14,0.8,1.1,1.1,17,3
COc1ccccc1C(c1nnnn1CC1CCCO1)N1CCC(C(N)=O)CC1 (centres undefined),6,-7,-11,109,10,1,1.1,1.3,0,-7
CCOC(=O)C1C(=O)C=C(Nc2ccccc2F)CC1c1ccccc1 (centres undefined),-5,20,10,117,-10,0.9,0.8,1.9,7,-10

Remaining list, next part:
Every second line gives: G6PDH counter	FLuc inh counter	APP 5'UTR act	STAT1 activator	APP transl inh	Diaph act CS	FLuc stim CS	NF-kB expr up	Diaph inh CS	TLR4 MyD88 comp
C=CCSc1nc(N)c2c(C)c(C)sc2n1
    8	10	2	112	-2	0.9	0.9	2	14	-5
CCOC(=O)C1CCCN(C(=S)NC2CCCCC2)C1 (centres undefined)
    3	-4	10	92	-10	0.9	1	1.3	7	-2
Cc1cc(C(=O)c2cnc(/N=C/N(C)C)s2)c(F)cc1Cl
    -4	-4	-3	83	3	0.9	1	1	13	-7
COc1cc(NC(=O)c2ccccc2)c(OC)cc1Cl
    1	-5	8	100	-8	0.9	1.1	1	12	-7
N#Cc1c(C(F)(F)F)cc(-c2cccs2)nc1SCc1ccc(Cl)nc1
    -1	-5	13	99	-13	0.9	1	1.1	14	9
O=C(Nc1ccccc1OC(=O)c1ccc(Cl)cc1)c1ccc(Cl)cc1
    -19	0	30	97	-30	1	1	1.3	-4	1
Cc1ccc(C(=O)CN(C(=O)c2ccc(Cl)c(Cl)c2)N2C(=O)C3C4C=CC(C4)C3C2=O)cc1 (centres undefined)
    11	-5	26	110	-26	0.7	1.1	0.88	28	3
COc1cccc(/C=C/C(=O)OCC(=O)Nc2ccc(N3CCOCC3)cc2)c1OC
    2	0	12	108	-12	1	1	1.1	-5	-1
CCOc1ccc2nc(N3C(=O)/C(=C/c4ccc(Cl)cc4)NC3=S)sc2c1
    -14	20	-1	109	1	0.8	0.8	1	17	17
CCn1c(-c2csc(C(C)C)c2)n[nH]c1=S
    9	3	-13	106	13	0.9	1	1.3	12	0
Cc1cccc(C(C)C)c1NC(=O)COC(=O)COc1ccc2c(C)cc(=O)oc2c1
    -3	-5	3	87	-3	0.9	1	0.94	13	-6
Cn1c(=O)[nH]c(=O)c2c1nc(N1CCCC1)n2CCCSc1nc2ccccc2o1
    8	-1	-5	93	5	1.2	1	0.95	-16	-1
COCCSc1nnc(-c2cnccn2)o1
    -2	-4	-1	102	1	0.9	1	1.2	11	12
CC(=O)Nc1cccc(/C(C)=N/NC(=S)NC(C)C)c1
    0	13	8	101	-8	1	0.9	1.8	5	2
CN(C)/C=C1\C(=O)N(c2ccc([N+](=O)[O-])cc2)N=C1c1ccccc1
    -3	3	31	184*	-31	0.8	1	1.1	18	-6
C=C(C)CNC(=S)N/N=C(\C)c1ccc(Cl)s1
    2	-4	-5	101	5	0.8	1	1.7	17	-8
CC(C)C(=O)NC(=S)Nc1ccc(S(=O)(=O)NC(C)(C)C)cc1
    17	0	12	95	-12	0.9	1	0.94	9	1
O=C(CN(c1ccccn1)S(=O)(=O)c1ccccc1)N/N=C/c1cccc([N+](=O)[O-])c1
    -8	-3	22	93	-22	1	1	0.82	2	-5
O=C1c2ccccc2C(Nc2ccc3c(c2)OCCO3)N1Cc1ccco1 (centres undefined)
    27	-5	20	87	-20	1	1	0.46	-1	-5
O=C(CCNS(=O)(=O)c1ccc(Cl)cc1)NCc1ccccn1
    9	5	20	108	-20	1.2	0.9	1.4	-21	1
CCOC(=O)c1c(C)[nH]c(C(=O)COC(=O)c2cn(CC)c3nc(C)ccc3c2=O)c1C
    6	-8	.	.	.	1	1.1	.	5	.
Cc1cnc(C)c(N2CCN(Cc3nc(-c4ccc(C)o4)oc3C)CC2)n1
    17	-3	0	96	0	0.9	1	1.1	14	0
Cc1ccc(NS(=O)(=O)c2cc(C(=O)N3CCN(C)CC3)ccc2C)cc1C
    6	-10	18	96	-18	1	1.1	1.1	1	-1
CCCN1CCN(C(=O)CCCNC(=O)Cn2cnc3sc(C)c(C)c3c2=O)CC1
    8	-2	-4	91	4	0.8	1	1.1	20	19
CCn1ncc(C(=O)Nc2ccc(S(=O)(=O)N3CCCC3)cc2)c1C
    9	3	4	104	-4	1	1	1.2	0	-9
CCC(C)NC(=O)c1ccc(N2CCC3(CC2)OCCO3)c([N+](=O)[O-])c1 (centres undefined)
    27	-2	-7	102	7	1	1	1.2	0	-11
O=C(NCc1ccccc1)c1ccc2c(c1)OCCO2
    19	-4	5	93	-6	1	1	2	3	4

Source: PubChem BioAssay (several laboratories)
